TrxR1 substrate: qHTS Assay for Substrates of Mammalian Selenoprotein Thioredoxin Reductase 1 (TrxR1): qHTS; Potency, µM (doses to about 114 µM), for the others: at the highest dose activity change, negative = substrate turnover; hit rate 0.01% among 390,000; purified TrxR1 substrate turnover, NADPH consumption readout; also: potency is read from the fitted curve at half-maximal effect; % is scaled to controls: 0 for no effect and ±100 for the full control effect; nearly all actives have a fitted effect of over 50% in size
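Rat TrxR1, dispensed at 90 nM, was prereduced with 400 uM NADPH (final) for 5 min at ~22 deg C, then incubated with compound 15 min before 400 uM selenite. A first-read NADPH fluorescence drop versus no-compound background flagged substrates.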
D2 agonist: HTS Assay for Allosteric Agonists of the Human D2 Dopamine Receptor: Primary Screen for Agonists | HEK293 T-REx D2 cells, calcium flux agonist mode | activation, % at 2 µM | hit rate 0.53% among 340,000;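 active = activation over 3 SD above normal in the single-dose calcium agonist read, cut at about 30% in these data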; also: 0% is about no effect
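Agonism scored from kinetic calcium signal (1 read/sec, 180 s) following compound pin transfer, after a 10 s baseline. Cells: HEK293 Trex line expressing inducible D2 receptor coupled to calcium, dye-loaded after overnight culture at 30 C.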
TrxR1 inh: qHTS Assay for Inhibitors of Mammalian Selenoprotein Thioredoxin Reductase 1 (TrxR1): qHTS. hit rate 1% among 390,000. recombinant rTrxR1, NADPH fluorescence consumption, selenite substrate. Potency, µM (titrated, usually from 114 µM), without a hit: at the highest dose activity change, negative = inhibition, usual class: inhibitors; also: potency is read from the fitted curve at half-maximal effect; % is scaled to controls: 0 for no effect and ±100 for the full control effect; nearly all actives have a fitted effect of over 65% in size
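Rat TrxR1 (90 nM in the dispensed reagent) was pre-reduced with 400 uM NADPH for 5 min at room temperature, then incubated with compound for 15 min. After 400 uM selenite was added, NADPH fluorescence (Ex 340/Em 450 nm) was followed for 8 min.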
IDH1 R132H inh: qHTS for Inhibitors of mutant isocitrate dehydrogenase 1 (IDH1): qHTS. Isocitrate dehydrogenase [NADP] cytoplasmic (Homo sapiens), O75874. IDH1-R132H enzyme, NADPH consumption, diaphorase/resazurin fluorescence. Potency, µM (titrated, usually from 76.6 µM), for inactives: at the top dose activity change, negative = inhibition, actives largely listed as inhibitors. hit rate 0.093% among 390,000. AID 602179, 2012; also: potency is read from the fitted curve at half-maximal effect; % is scaled to controls: 0 for no effect and ±100 for the full control effect; nearly all actives have a fitted effect of over 65% in size
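IDH1-R132H (0.5 ug/mL) preincubated 30 min with compound, then NADPH (0.016 mM) and alpha-KG (2 mM) added; 80 min at RT, pH 7.5. Remaining NADPH coupled via diaphorase/resazurin to fluorescence (540/590 nm); concentration-response curves normalized to no-enzyme control.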
USP1-UAF1 inh: Inhibitors of USP1/UAF1: Primary Screen; Ubiquitin carboxyl-terminal hydrolase 1 (Homo sapiens), O94782; recombinant USP1/UAF1, Ub-Rhodamine cleavage fluorescence; Potency, µM (series often up to 57.1 µM), for the others: at the top dose activity change, negative = inhibition, hits mostly inhibitors; hit rate 0.23% among 390,000; AID 743255, 2014; also: potency is read from the fitted curve at half-maximal effect; % is scaled to controls: 0 for no effect and ±100 for the full control effect; nearly all actives have a fitted effect of over 60% in size; inactives centre near -12
Target sequence (O94782 whole entry, looked up): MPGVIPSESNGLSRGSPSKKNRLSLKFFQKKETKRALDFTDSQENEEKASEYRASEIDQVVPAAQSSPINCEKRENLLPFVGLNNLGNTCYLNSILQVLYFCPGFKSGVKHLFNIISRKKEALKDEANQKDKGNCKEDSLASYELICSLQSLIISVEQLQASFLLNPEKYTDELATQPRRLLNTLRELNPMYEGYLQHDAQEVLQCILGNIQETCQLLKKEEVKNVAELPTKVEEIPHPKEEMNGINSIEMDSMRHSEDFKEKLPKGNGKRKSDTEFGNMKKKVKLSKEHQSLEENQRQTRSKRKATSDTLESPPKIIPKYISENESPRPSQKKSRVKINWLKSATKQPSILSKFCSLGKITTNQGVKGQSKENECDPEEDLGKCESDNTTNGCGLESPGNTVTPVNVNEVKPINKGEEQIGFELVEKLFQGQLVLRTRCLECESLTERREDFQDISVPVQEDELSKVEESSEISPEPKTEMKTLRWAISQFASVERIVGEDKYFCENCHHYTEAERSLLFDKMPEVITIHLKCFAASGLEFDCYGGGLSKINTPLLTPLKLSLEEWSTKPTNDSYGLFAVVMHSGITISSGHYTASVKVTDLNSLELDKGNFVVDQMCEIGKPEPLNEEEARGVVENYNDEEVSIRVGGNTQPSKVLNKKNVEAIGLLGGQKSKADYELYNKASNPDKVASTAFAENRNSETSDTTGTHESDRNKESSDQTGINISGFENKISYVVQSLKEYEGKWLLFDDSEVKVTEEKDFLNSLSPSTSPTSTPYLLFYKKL
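USP1/UAF1 complex (1 nM) preincubated 15 min at room temperature with compound, then Ub-Rho substrate (150 nM final) added. Kinetic fluorescence at 480/540 nm over 6 reads at 60 s intervals; 50 mM HEPES pH 7.8, 0.5 mM EDTA, 0.1 mg/ml BSA, 1 mM TCEP, 0.01% Tween-20.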
PI4K2A block: qHTS for small molecular inhibitors of PI4K2A. activity change, negative = inhibition, % at 76.9 µM. purified PI4K2A, ADP-Glo luminescence, 1 h; stronger effect = lower value. AID 1346378, 2018. Phosphatidylinositol 4-kinase type 2-alpha (Homo sapiens), Q9BTU6. hit rate 0.13% among 420,000; in the data active = activity change below about -50%; inconclusive = mostly about -30% to -49%;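 also: -100% = wells without enzyme as full effect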
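ADP-Glo luminescence measured ADP generated by PI4K2A enzyme (4 ug/mL before mixing) with 1.2 mM PI substrate (pre-mix) and 300 microM ATP (pre-mix). Tris pH7.5 buffer with MgCl2, Triton X-100; 1 h reaction at ambient temperature.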
TRHR ag: qHTS for Small Molecule Agonists and Allosteric Enhancers of Human TRH Receptor: Primary Screen for Agonists; Thyrotropin-releasing hormone receptor (Homo sapiens), P34981; TRHR cells, calcium flux fluo-8, FDSS agonist mode; activation, % at 2 µM; hit rate 0.18% among 360,000; AID 493084, 2011; in the data active = activation above about 30%; also: 0% is about no effect
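Steps: seed TRHR cells overnight; add fluo-8 no-wash Ca dye, RT 30 min–1.5 h; record 10 s baseline; pin-transfer compounds; monitor fluorescence 1 cycle/s for the agonist window. Calcium increases flag candidate agonists.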
D2 antagonist: HTS Assay for Allosteric Antagonists of the Human D2 Dopamine Receptor: Primary Screen for Antagonists | HEK293 TREx D2 cells, calcium flux, dopamine EC80 | inhibition, % at 10 µM | hit rate 2% among 340,000 | AID 485344, 2010; in the data active = inhibition above about 30%; also: 0% is about no effect
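Calcium mobilization kinetics were recorded at 1 s intervals in tetracycline-induced HEK293 T-REx D2 cells, first for 180 s after compound addition and then 180 s after EC80 dopamine.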
TRHR PAM: qHTS for Small Molecule Agonists and Allosteric Enhancers of Human TRH Receptor: Primary Screen for Enhancers. Thyrotropin-releasing hormone receptor (Homo sapiens), P34981. TRHR cells, fluo-8 calcium fluorescence, EC20 TRH enhancement. enhancement, % at 2 µM. hit rate 0.66% among 360,000; in the data active = enhancement above about 30%; also: 0% is about no effect
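TRHR-expressing cells loaded with fluo-8 calcium dye were read kinetically (ex 480/em 530) during compound addition, then stimulated with an EC20 of TRH (10 nM final). Enhancement of the Gq-mediated intracellular calcium response was scored.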
* = called active by the depositor; ? = inconclusive; / = no result given; & = joins results of further samples; [ ] = remark or other dose. Unless noted, calls follow the shape of the dose curve; as a rule, active = well fitted inhibition curve with a large enough effect; inconclusive = small, poorly fitted or top-dose-only effect; inactive = no such curve, though single readings can be large or run the other way.

SMILES | TrxR1 substrate | D2 agonist | TrxR1 inh | IDH1 R132H inh | USP1-UAF1 inh | PI4K2A block | TRHR ag | D2 antagonist | TRHR PAM
O=C(NCCCn1ccnc1)C1CCN(S(=O)(=O)c2cc([N+](=O)[O-])ccc2Cl)CC1 | 11%[57.1 µM] | / | -1%[11.4 µM] | -1% | -3% | 0 | / | / | /
CCOC(=O)N1CCN(C(=S)NC(=O)c2nn(C)cc2Br)CC1 | 10% | -1.8 | -5% | 3% | -11% | 3 | -1.7 | 17 | 4
O=C(c1cc2c(=O)n3ccccc3nc2s1)N1CCN(Cc2ccccc2)CC1 | 145%[activator] | / | -19% | 12% | -9% | 1 | 0.4 | / | 4
Cc1cccc(N2CCN(C3=NC(=O)/C(=C\c4cn[nH]c4-c4ccccc4)S3)CC2)c1 | 3% | 0.8 | 3% | 5% | -20% | 3 | 0.2 | -3 | 0
Cc1ccc(S(=O)(=O)CCC(=O)NCCC2=CCCCC2)cc1 | -5%[57.1 µM] | 0.5 | -6%[57.1 µM] | 0% | -15% | 0 | -0.9 | -5 | -4
C/C(=N\OCC(=O)Nc1cc(C)cc(C)c1)c1ccc2c(c1)OCCO2 | 1% | -0.5 | 6% | -1% | -26% | -5 | -0.5 | -7 | 6
O=C(O)CSc1cccc2cccc(C(=O)O)c12 | 4% | -0.5 | 20% | -5% | ? | 3 | 0.2 | 13 | -2
Cc1ccc(-n2nnc(-c3cc4ccccc4nc3Cl)n2)cc1 | 5% | -0.4 | 16% | -5% | -18% | 3 | 0.2 | 10 | -2
CC(C)(C)c1ccc(C(=O)Nc2ncn[nH]2)cc1 | -3%[57.1 µM] | 0.9 | 8%[57.1 µM] | 7% | -4% | 0 | 0.2 | -3 | -5
COc1ccc(CNC(=O)CN(Cc2cccs2)C(=O)CCC(=O)Nc2ccccn2)cc1 | -8% | -0.5 | 11%[57.1 µM] | 5% | 0% | -2 | 0.6 | -13 | 4

Some of the entries so far, with values under each structure:
Values run as follows: TrxR1 substrate, D2 agonist, TrxR1 inh, IDH1 R132H inh, USP1-UAF1 inh, PI4K2A block, TRHR ag, D2 antagonist, TRHR PAM
CC(C)(C)c1ccc(C(=O)Nc2ncn[nH]2)cc1
 : -3%[57.1 µM], 0.9, 8%[57.1 µM], 7%, -4%, 0, 0.2, -3, -5
COc1ccc(CNC(=O)CN(Cc2cccs2)C(=O)CCC(=O)Nc2ccccn2)cc1
 : -8%, -0.5, 11%[57.1 µM], 5%, 0%, -2, 0.6, -13, 4

Carrying on:
SMILES | TrxR1 substrate | D2 agonist | TrxR1 inh | IDH1 R132H inh | USP1-UAF1 inh | PI4K2A block | TRHR ag | D2 antagonist | TRHR PAM
O=C(CCc1nnc2ccc(N3CCCC3)nn12)Nc1cc(F)ccc1F | 3%[57.1 µM] | -1.1 | 23%[57.1 µM] | -7% | -1% | -2 | -0.4 | -3 | 11
CN(CCc1ccccn1)C(=O)CCC1CCCN(C(=O)NC2CCCCC2)C1 (stereo unspecified) | -6% | 0.5 | -1% | 18% | -8% | 14 | -0.6 | -13 | -1
Cc1cccc(-n2c3nc(=O)[nH]c(=O)c-3cc3c(C)nn(-c4ccccc4)c32)c1C | 479%[activator] | 0.1&0.1 | ? | -1%&6% | -16%&-17% | 3&6 | -0.2&-0.2 | 3 | -1&0
CC1CC(C)CN(c2oc(-c3ccco3)nc2C#N)C1 (stereo unspecified) | 91%[activator] | 0.2 | 25% | 7% | -6% | -1 | -0.2 | 10 | 1
O=C(Nc1nc(-c2ccccc2)cs1)NC1CCCCC1 | 7%[57.1 µM] | 2.8 | 18% | 1% | -19% | 0 | -0.1 | -2 | -7
CCn1cnc2c1c(=O)n(Cc1cccc([N+](=O)[O-])c1)c(=O)n2Cc1ccccc1 | -5% | -0.1 | 4% | 0% | ? | 1 | -0.5 | 12 | -3
COc1ccc(C(O)c2nccn2Cc2ccccc2)cc1 (stereo unspecified) | -8% | -0.4 | 8% | 3% | 10% | 3 | 0.9 | -24 | -7
O=C(NCCN1C(=O)CSC1=O)C1CC(=O)N(c2ccccc2)C1 (stereo unspecified) | 2% | 1.1 | 15% | 7% | -8% | 1 | 0.0 | -2 | 4
CCOc1ccc(CNC(=O)C2CCN(S(=O)(=O)N3CCCCC3)CC2)cc1 | 4%[57.1 µM] | 0.4 | 19%[57.1 µM] | 6% | 3% | -3 | -0.6 | / | -1
CCOC(=O)c1ccc(NC(=O)COC(=O)c2cn(CC)c3nc(C)ccc3c2=O)cc1 | -3% | 0.1 | 8% | 8% | -12% | -2 | 0.6 | / | 8
Cc1cccn2cc(CNS(=O)(=O)c3ccc4ccccc4c3)nc12 | 2% | / | 9% | 5% | -13% | -1 | -1.2 | -7 | 0
O=C(N/N=C/c1ccoc1)c1ccc(Br)cc1 | -6% | -1.1 | 4% | 1% | -13% | -4 | -0.5 | -14 | -9
COc1ccc(-n2cnnc2SCC(=O)c2ccc(S(=O)(=O)N3CCOCC3)cc2)cc1 | 9%[0.457 µM] | -1.4 | 4% | -6% | -14% | 2 | -0.6 | 5 | 5
Cc1cccc(NC(=S)NCc2cccs2)c1 | -1%[57.1 µM] | -1.3 | 4%[57.1 µM] | 4% | ? | 5 | -1.2 | 23 | -2
Cc1onc(-c2ccccc2Cl)c1C(=O)N1CCOC12CCCCC2 | 5% | 0.0 | 24% | 15% | -23% | 5 | -1.1 | 4 | 2
COc1cc(NC(=S)NCCSc2ccc(C)cc2)cc(OC)c1 | -10% | / | -15% | 1% | -15% | 0 | -0.1 | / | -2
Cc1ccc(OCCCC(=O)Nc2ccc(S(N)(=O)=O)cc2)cc1 | -1% | -0.2 | 20%[57.1 µM] | 0% | 0% | -2 | 0.2 | 2 | -3
COc1ccc(OC)c(-n2nnnc2SCC(=O)NCCc2ccccc2)c1 | -10% | -0.1 | 4% | 7% | 2% | -3 | -0.2 | -11 | -1
Cc1cccc(N2CC(C(=O)NCC3COc4ccccc4O3)CC2=O)c1C (stereo unspecified) | 7% | -0.1 | 12% | -9% | -9% | 2 | 1.0 | 7 | -1
COc1ccc(OCCCC(=O)Nc2ccc(OC)c(S(=O)(=O)N3CCOCC3)c2)cc1 | -9% | -0.5 | -17% | -8% | -10% | -7 | -0.5 | 8 | -3

Individual results from the list:
For USP1-UAF1 inh, Cc1cccc(N2CC(C(=O)NCC3COc4ccccc4O3)CC2=O)c1C (stereo unspecified) is listed with -9%
For TRHR PAM, O=C(CCc1nnc2ccc(N3CCCC3)nn12)Nc1cc(F)ccc1F is listed with 11
For PI4K2A block, COc1cc(NC(=S)NCCSc2ccc(C)cc2)cc(OC)c1 is listed with 0
For PI4K2A block, O=C(NCCN1C(=O)CSC1=O)C1CC(=O)N(c2ccccc2)C1 (stereo unspecified) is listed with 1

Next part.
SMILES | TrxR1 substrate | D2 agonist | TrxR1 inh | IDH1 R132H inh | USP1-UAF1 inh | PI4K2A block | TRHR ag | D2 antagonist | TRHR PAM
COc1ccc(S(=O)(=O)N2CCCCC2)cc1NC(=O)C1CC(=O)N(Cc2ccccc2)C1 (stereo unspecified) | -3% | 0.1 | 22% | -8% | -4% | 0 | -0.3 | -2 | -4
COc1ccc(N/C(N)=N/c2nc(C)cc(=O)[nH]2)cc1 | -3%[57.1 µM] | 0.1 | 10%[57.1 µM] | 0% | -10% | 2 | 0.3 | 6 | 7
N#CC1=C(N)OC2=C(C(=O)CCC2)C1c1ccc(OC(=O)N2CCOCC2)cc1 (stereo unspecified) | 3% | 2.2 | -9% | -6% | 1% | -9 | 0.6 | -10 | 3
CC(NC(=O)c1ccc2c(c1)sc1nc(-c3ccc(F)cc3)cn12)C12CC3CC(CC(C3)C1)C2 (stereo unspecified) | 5% | 0.0 | 18% | 19% | -4% | 4 | 0.3 | / | -2
Cc1nn(C)c(C)c1C1Nc2ccccc2C(=O)N1O (stereo unspecified) | 4% | 1.1 | -3% | 0% | -3% | 3 | 1.2 | -4 | -6
COc1ccc(-n2c(Cc3ccccc3)nnc2SCC(=O)N2CCCc3ccccc32)cc1 | 2% | -0.6 | 9% | -6% | -16% | 1 | -1.9 | -19 | 5
Cc1cc(C)n2nc(SCC(=O)N(C)C3CCCCC3)nc2n1 | -9% | -0.4 | -12% | 4% | -11% | -3 | -0.4 | 0 | -3
COc1ccc(CC(=O)Nc2cc(S(=O)(=O)N3CCOCC3)ccc2N2CCOCC2)cc1 | 7%[57.1 µM] | 0.8 | 15%[57.1 µM] | 13% | ? | -4 | 0.2 | 6 | -4
COc1ccc(OC)c(S(=O)(=O)N2CCN(C(=O)NC3CCCCC3)CC2)c1 | 13% | -0.1 | 29% | 0% | -19% | 4 | -0.5 | 8 | -2
CN1C(=O)/C(=C/c2ccccc2OCc2ccc(C(=O)O)cc2)NC1=S | -17% | -0.2 | ? | -1% | -9% | 5 | 0.1 | -5 | 9
Cc1ccc(N2C(=O)N(c3ccc(C)cc3)C3CS(=O)(=O)CC32)cc1 (stereo unspecified) | 2% | 1.4 | 8% | -10% | -16% | -5 | -0.1 | 7 | 0
O=C(O)c1ccc(NC(=O)C2(c3ccccc3)CCCC2)cc1 | 4% | -0.3 | 16% | 8% | -15% | 4 | 0.0 | -11 | -6

High-throughput results from PubChem BioAssay.
